From PubChem BioAssay
3T3 cytotox = Cytotoxic Profiling in NIH 3T3 Cell Line of Diverse Libraries Using Quantitative High-Throughput Screening; 94,000 tested, 4.3% active; AID 1345082, 2018; NIH 3T3 viability, CellTiter-Glo ATP luminescence, 48-72 h; Potency, µM (series often up to 96.7 µM), for the others: at the top dose activity change, negative = cytotoxicity, usual class: inhibitors; further: potency means the concentration at half of the fitted maximal effect; nearly all actives have a fitted effect of over 55% in size
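Viability of NIH 3T3 cells after 48 or 72 hr compound treatment at 37 °C was assessed by CellTiter-Glo, with luminescence imaged following a 10 min room-temperature step.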
FLuc inh = Firefly luciferase inhibition profiling of diverse chemical library using quantitative high-throughput screening; Luciferin 4-monooxygenase (Photinus pyralis), P08659; purified P. pyralis luciferase, luminescence, biochemical; Potency, µM (series often up to 115 µM), for the others: at the highest dose activity change, negative = inhibition, actives largely listed as inhibitors; 76,000 tested, 2.5% active; further: potency means the concentration at half of the fitted maximal effect; nearly all actives have a fitted effect of over 65% in size
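Cell-free enzyme assay, 10nM P. pyralis luciferase, luciferin and ATP each at 10uM. Inhibition profiled over a 6-point titration, read as luminescence.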
GPT2 inh = Primary qHTS assay for inhibitors of Glutamate pyruvate transaminase 2 (GPT2); Alanine aminotransferase 2 (Homo sapiens), Q8TD30; Recombinant GPT2, coupled pyruvate oxidase/HRP Amplex Red fluorescence; Potency, µM (top dose mostly 57.7 µM), for the others: at the highest dose activity change, negative = inhibition, hits mostly inhibitors; 100,000 tested, 0.25% active; further: potency means the concentration at half of the fitted maximal effect; nearly all actives have a fitted effect of over 60% in size; many of its hits are not listed in these tables
Target sequence (Q8TD30 whole entry, looked up): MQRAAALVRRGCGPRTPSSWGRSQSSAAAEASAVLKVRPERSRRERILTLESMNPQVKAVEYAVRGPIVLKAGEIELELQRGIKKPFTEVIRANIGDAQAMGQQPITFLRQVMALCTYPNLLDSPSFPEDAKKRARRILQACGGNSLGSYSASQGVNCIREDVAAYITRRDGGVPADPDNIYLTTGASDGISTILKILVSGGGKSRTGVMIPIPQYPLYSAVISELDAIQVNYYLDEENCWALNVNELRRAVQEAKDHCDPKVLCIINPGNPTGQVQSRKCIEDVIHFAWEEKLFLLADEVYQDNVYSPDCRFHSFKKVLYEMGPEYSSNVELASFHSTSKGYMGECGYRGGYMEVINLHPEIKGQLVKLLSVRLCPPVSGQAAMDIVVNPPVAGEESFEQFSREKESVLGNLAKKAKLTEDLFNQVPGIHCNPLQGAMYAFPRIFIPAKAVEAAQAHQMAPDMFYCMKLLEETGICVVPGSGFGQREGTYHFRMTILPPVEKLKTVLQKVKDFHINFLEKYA
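Fluorescence read-out: pyruvate from GPT2 turnover coupled to pyruvate oxidase, HRP and Amplex Red (0.2mM ThPP, 0.2U/mL PO and HRP, 50uM Amplex final). Substrates 250uM a-KG, 2mM L-alanine; enzyme 10ng/uL; 30 min RT.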
HEK cytotox = Cytotoxic Profiling in HEK 293 Cell Line of Diverse Libraries Using Quantitative High-Throughput Screening. Potency, µM (doses to about 115 µM), inactives show at the top dose activity change, negative = cytotoxicity, most hits filed as inhibitors. HEK 293 viability, ATP luminescence (CellTiter-Glo), 48-72 h. 94,000 tested, 6.6% active; further: potency means the concentration at half of the fitted maximal effect; nearly all actives have a fitted effect of over 60% in size
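ATP-coupled CellTiter-Glo luminescence served as viability read-out, recorded 10 min after reagent addition at room temperature. HEK 293 cells, 250 cells/well, had been incubated with pintool-transferred compound for 48 or 72 hr at 37 degree Celsius.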
IP6K1 inhibitor = Primary qHTS assay for small molecule inhibitors of Inositol hexaphosphate kinase 1 (IP6K1). Inositol hexakisphosphate kinase 1 (Homo sapiens), Q92551. IP6K1 kinase, ADP-Glo luminescence, 2 h; active compounds read low. activity change, % (series mostly up to about 58 µM). 140,000 tested, 0.81% active; in the data active means activity change below about -25%
Target sequence (Q92551 whole entry, looked up): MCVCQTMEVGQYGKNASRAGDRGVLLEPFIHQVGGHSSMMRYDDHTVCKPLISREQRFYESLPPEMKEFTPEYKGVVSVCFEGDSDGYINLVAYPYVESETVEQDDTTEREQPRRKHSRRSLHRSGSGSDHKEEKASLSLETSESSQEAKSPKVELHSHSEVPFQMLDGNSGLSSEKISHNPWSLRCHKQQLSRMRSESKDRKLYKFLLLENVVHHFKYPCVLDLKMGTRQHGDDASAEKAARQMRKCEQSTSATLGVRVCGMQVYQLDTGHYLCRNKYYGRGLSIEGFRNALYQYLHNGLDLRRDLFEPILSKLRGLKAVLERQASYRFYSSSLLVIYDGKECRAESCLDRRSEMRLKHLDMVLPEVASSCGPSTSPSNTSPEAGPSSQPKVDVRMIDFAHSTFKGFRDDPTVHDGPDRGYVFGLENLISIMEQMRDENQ
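ADP-Glo luminescence measures ADP made by human IP6K1 during a 2 h RT reaction with ATP/IP6 (mix at 1.3 mM/130 uM); top library doses 57.5 and 19.1 uM final.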
HEK293 viab = GF-AFC viability counterscreen for inhibitors of alpha-synuclein gene (SNCA) expression; 150,000 tested, 0.12% active; AID 1671193, 2021; Potency, µM (titrated, usually from 57.1 µM), without a hit: at the highest dose activity change, negative = cytotoxicity, actives largely listed as cytotoxic; HEK-293-SNCA-luc viability, GF-AFC fluorescence, 24 h;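 further: potency means the concentration at half of the fitted maximal effect; 0% = DMSO-treated cells and -100% = medium-only wells without cells; nearly all actives have a fitted effect of over 30% in size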
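Cytotoxicity counterscreen: after 24 h compound treatment of genome-edited SNCA-luciferase HEK-293 cells, live-cell protease substrate GF-AFC read by fluorescence after 30 min; activity scaled between DMSO (0%) and medium-only (-100%), curves Hill-fitted.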
SNCA expr inhib = Primary qHTS assay for inhibitors of alpha-synuclein gene (SNCA) expression; HEK-293 SNCA-luciferase knock-in, luminescence, 24 h; Potency, µM (top dose mostly 57.2 µM), without a hit: at the top dose activity change, negative = inhibition, actives largely listed as inhibitors; 140,000 tested, 0.17% active;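 further: potency means the concentration at half of the fitted maximal effect; plate controls were DMSO cells for no effect and cell-free wells for full effect; nearly all actives have a fitted effect of over 45% in size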
An asterisk follows results filed as active; i = inactive; u = inconclusive; x = no result given; [ ] = remark or other dose. Unless noted, the call rests on the fitted dose curve; in most records, active means well fitted curve in the direction sought with a large enough effect; inconclusive means small, poorly fitted or top-dose-only effect, or another doubt; inactive means no such curve, though single readings can be large; an effect the other way counts as inactive or inconclusive. Unless noted, on the % scale 0 is the no-effect control and ±100 the full control effect. Random draw from the library (roughly 7.8% active in at least one column).

SMILES	3T3 cytotox	FLuc inh	GPT2 inh	HEK cytotox	IP6K1 inhibitor	HEK293 viab	SNCA expr inhib
COC[C@H]1CCCN1C(=O)C[C@@H]1O[C@H](CNC(=O)Nc2ccccc2)[C@@H](O)[C@H]1O	-26%[174 µM]	u	-6%[88.5 µM]	-8%[172 µM]	1	5%[87.6 µM]	15%[87.6 µM]
Cc1cccc(CNC(=O)Cn2ccc3cc(S(=O)(=O)N4CCCCCC4)ccc32)c1	x	x	x	x	11	-6%	-7%
CCOC(=O)c1cccc(NC(=O)Cn2ncc3c(=O)oc4ccccc4c32)c1	x	x	x	x	-16	-8%	-8%
Nc1nc2c(c(N3CCNCC3)n1)CCC1=C2[C@@H]2CCCC[C@@H]2O1	x	x	-2%	x	4	u	x
Cc1cc(C(=O)Nc2ccc([C@H]3OCC(=O)N(CC(C)C)[C@@H]3CO)cc2)n(C)n1	-29%[138 µM]	0%[172 µM]	-6%[88.5 µM]	u	-7	-5%[87.6 µM]	15%[87.6 µM]
CC(C)N1CCC2(CC1)CN(C(=O)C1(c3ccccc3)CC1)Cc1ccccc1O2	u	x	0%	u	2	-23%	-14%
COCc1cccc(C(=O)N2CC[C@@](C)(O)[C@@H](O)C2)n1	i	1%	3%	-1%	0	-8%	30%
CC(C)NC(=O)N[C@H]1C[C@@H](Cc2cc(CN3CCN(c4ccccc4)CC3)on2)C1(C)C	u	5%	-13%	u	9	-2%	u
Cc1ccc(NC(=O)c2nc3sccn3c2-c2ccncc2)cc1	u	x	-3%[88.5 µM]	112µM*	11	-24%[87.6 µM]	20%[87.6 µM]
CNc1cc(C2CC(NC(=O)CCn3c(C)cccc3=O)C2)nc(N)n1 (configuration not stated)	-3%	2%	i	-7%	14	-1%	u
COc1ccc(CNC2CN(C(=O)OC(C)(C)C)C2)cc1	-11%	x	-3%	5%	3	0%	-12%
COc1ccccc1CN1CC(c2noc(-c3cc(C)cc(C)c3)n2)CC1=O (configuration not stated)	u	-2%	1%	45µM*	14	-2%	-3%
CN(C(=O)c1ccc2c(c1)N(Cc1cccc(Cl)c1)C(=O)c1ccccc1S2(=O)=O)C1CCCCC1	x	x	x	x	-2	u	u
NCC(=O)N1CCC(n2nccc2NC(=O)c2ccccc2)CC1	i	1%	i[11.5 µM]	3%	8	2%	3%
CNC(=O)N1CCC(C2CCN(C(=O)C3CCNCC3)C2)CC1 (configuration not stated)	3%	-1%	-2%	i	-6	1%[12.5 µM]	3%
O=C(Cn1nc(-c2ccc(Cl)cc2)ccc1=O)NCc1ccccc1Cl	x	x	x	x	-6	-8%	5%
CO[C@H]1C(=O)N(C2CCN(C(=O)CCn3cccn3)CC2)[C@H]1c1ccncc1	-4%	4%	1%	0%	28	3%	-3%
O=C(CC1CCOCC1)NCCc1ccccn1	1%	-6%	i	6%	7	-1%[12.5 µM]	-22%
c1cnc2c(c1)ncn2C1CC1	-3%[279 µM]	-6%[299 µM]	u	-6%[345 µM]	6	-6%[183 µM]	-7%[183 µM]
O=C(CN1CCCc2nc(C3CC3)ncc2C1=O)NCc1cccs1	i	-5%	-3%	i	-4	-3%	-7%
CCn1cc(C(=O)N2CCC3(CCCN(C)C3=O)C2)cn1 (configuration not stated)	-12%	0%	i	2%	-3	6%	8%
COc1cccc(CN2CCCC3(Cc4ccccc4CNC3=O)C2)n1 (configuration not stated)	u	x	i	-24%	-1	-2%	4%
COc1ccc(-c2cc(C(=O)NCCc3ccccc3)c3c(-c4ccccc4)[nH]nc3n2)cc1	x	x	x	x	2	u	u
Cc1ccc(NC(=O)Cn2c(=O)oc3cc(S(=O)(=O)NCc4ccccc4)ccc32)cc1	x	x	x	x	8	12%	19%
COc1cccc(CCC(=O)NC(C)C(=O)N2CCN(c3ccccn3)CC2)c1 (configuration not stated)	u	8%	i	u	2	-10%	-8%
O=C(CC1CCCC1)NCC1CCCCC(=O)N1 (configuration not stated)	-1%	2%	1%	2%	12	2%	6%
Cc1cc(=O)n(CC(=O)Nc2ccccc2C)c(N(C)Cc2ccccc2)n1	u	5%	i	u	22	6%	u
O=S(=O)(c1ccc(F)cc1)N1CCCC(CN2CCOCC2)CC1 (configuration not stated)	-18%	x	i	-27%	-12	11%	-4%
Cc1ccccc1C(=O)N1CCC(c2n[nH]c(=O)n2Cc2ccc(F)cc2)CC1	1%	0%	i	10%	3	-7%	-14%
COCC(=O)NC[C@H]1OC[C@@H](NC2CCN(C(C)=O)CC2)[C@@H]1O	i	1%[172 µM]	-10%[88.5 µM]	i	14	3%[87.6 µM]	6%[87.6 µM]
CCOC(=O)C1CCCN(C(=O)Cc2ccc(N(Cc3ccccc3)C(=O)c3ccco3)cc2)C1 (configuration not stated)	u	3%	i	u	-3	0%	10%
Cc1nc(-c2c3n(c(=O)n(CC(=O)NCc4ccccc4)c2=O)CCCCC3)no1	u	-2%	i	-2%	12	-8%	-11%
Nc1ncnc2c1ncn2[C@H]1CCCO1	x	x	i	x	-4	u	x
CC(C)NC(=O)C(C)[C@@H]1CC[C@@]2(C)CC[C@H](NC(=O)C3CC3)[C@@H](C)[C@@H]2[C@H]1O (some centres not stated)	u	2%[172 µM]	i	2%[172 µM]	-14	6%[87.6 µM]	5%[87.6 µM]
COc1cccc(-c2cn3cc(C(=O)NCc4ccccc4)nc3s2)c1	u	x	i	u	-5	-1%	60%[activator]
COc1cc2c(cc1OC)C(C[C@H]1CN(S(=O)(=O)c3ccc(F)cc3)CC[C@H]1CC(=O)O)=NCC2	4%	0%	-41%	-11%	5	25%	3%
O=C1NCCN2CC3(CCN(C(=O)CCC4CCCC4)CC3)CC12 (configuration not stated)	0%	x	i	5%	6	5%	16%
CC(C)NC(=O)N1CCCC1c1nc(CCOCC2CC2)no1 (configuration not stated)	i	0%	i	-6%	8	2%	24%
Cc1cnc(C(=O)N2CCC(c3nc(CCOc4ccc(F)cc4)no3)C2)cn1 (configuration not stated)	u	5%	i	u	26	4%[12.5 µM]	23%
CCOc1ccc(C(=O)N[C@@H]2CN(c3ncccn3)C[C@H]2CO)cc1	-22%	-13%	-11%	-6%	3	-12%	5%
Cc1ccc(C(C(=O)NC2CCCCC2)N(C)Cc2ccccc2)cc1 (configuration not stated)	x	x	x	x	-9	12%	26%
C1CC2(CCN1)CC(OCC1CC1)CCO2 (configuration not stated)	i	4%	i	-3%	8	-2%[12.5 µM]	3%
COc1ccccc1CNC[C@@H]1C=C(C)[C@H](Cc2nc3c(C)cccc3[nH]2)C[C@H]1C(C)C	25µM*	6%[172 µM]	-9%[88.5 µM]	u	6	35µM*	u
O=C(N[C@@H]1CCN(C(=O)c2n[nH]c3c2CCC3)C[C@H]1O)c1cccnc1	-14%	0%	-20%	-21%	6	-13%	3%
Cc1ccc(Cl)cc1N1CCN(C(=O)c2cc3c(=O)oc4ccccc4c3s2)CC1	x	x	x	x	-4	5%	12%
Cc1ccc(CNC(=O)c2ccc(-c3ccc(N4CCSCC4)nc3)cc2)o1	u	28µM*	i	u	-6	u	24%
Cc1c(-c2ccccc2)nc2c(Cl)cccc2c1C(=O)OCC(=O)c1ccc(F)cc1	x	x	x	x	-3	9%	-23%
CCN(C(=O)Cn1c(=O)n(CCCS(=O)(=O)C2CCCCC2)c(=O)c2ccccc21)c1cccc(C)c1	x	x	x	x	0	-25%	4%

Continued, overlapping the part above by four compounds.
SMILES	3T3 cytotox	FLuc inh	GPT2 inh	HEK cytotox	IP6K1 inhibitor	HEK293 viab	SNCA expr inhib
Cc1ccc(Cl)cc1N1CCN(C(=O)c2cc3c(=O)oc4ccccc4c3s2)CC1	x	x	x	x	-4	5%	12%
Cc1ccc(CNC(=O)c2ccc(-c3ccc(N4CCSCC4)nc3)cc2)o1	u	28µM*	i	u	-6	u	24%
Cc1c(-c2ccccc2)nc2c(Cl)cccc2c1C(=O)OCC(=O)c1ccc(F)cc1	x	x	x	x	-3	9%	-23%
CCN(C(=O)Cn1c(=O)n(CCCS(=O)(=O)C2CCCCC2)c(=O)c2ccccc21)c1cccc(C)c1	x	x	x	x	0	-25%	4%
CC(=O)N1CCC([C@@H]2CN(C(=O)COc3ccccc3)C[C@H]2CO)CC1	4%	-2%	0%	i	-7	0%[12.5 µM]	6%
COc1ccc(OC)c(CC2C(=O)Nc3ccc(Br)cc32)c1 (configuration not stated)	x	x	x	x	-17	-7%	u
Clc1cc(Cl)cc(NC2CNC2)c1	56µM*	x	-10%[88.5 µM]	63µM*	23	u	9%[87.6 µM]
Cc1ccc(CCNC(=O)CCCn2c(=O)c3ccccc3n(CC(=O)Nc3cc(Cl)ccc3C)c2=O)cc1	x	x	x	x	-6	27%	u

Entries of single compounds, quoted from the list:
Results for Cc1ccc(CCNC(=O)CCCn2c(=O)c3ccccc3n(CC(=O)Nc3cc(Cl)ccc3C)c2=O)cc1 = 3T3 cytotox: x; FLuc inh: x; GPT2 inh: x; HEK cytotox: x; IP6K1 inhibitor: -6; HEK293 viab: 27%; SNCA expr inhib: u
Results for COc1ccc(OC)c(CC2C(=O)Nc3ccc(Br)cc32)c1 (configuration not stated) = 3T3 cytotox: x; FLuc inh: x; GPT2 inh: x; HEK cytotox: x; IP6K1 inhibitor: -17; HEK293 viab: -7%; SNCA expr inhib: u
